# Assay outcomes: PubChem, National Center for Advancing Translational Sciences (NCATS)
# Integrin act MD: activates integrin-mediated alleviation for muscular dystrophy | alpha7betagal myoblasts, beta-gal FDG fluorescence, 48 h | Potency, µM (top dose mostly 38.3 µM), for inactives: at the top dose activation, hits mostly activators | actives 0.064% (n = 350,000);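 further: potency means the concentration at half of the fitted maximal effect; 100% = response of the positive control SU9516; nearly all actives have a fitted effect of over 60% in size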
#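 alpha7betagal+/- myoblasts (passage 13, 250/well) treated 48 h at 37C with compounds at 1:260 dilution of DMSO stock. Lysed, then beta-galactosidase activity read as FDG fluorescence (ex 480/em 540) after 30 min, with pre-read for autofluorescence.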
# MBNL1 CUG block: inhibitors of human MBNL1 binding to CUG repeat RNA; Q9NR56; TR-FRET MBNL1-His/biotin-(CUG)12 binding, 665/545 ratio; Potency, µM (top dose mostly 57.5 µM), without a hit: at the top dose activity change, negative = inhibition, usual class: inhibitors; actives 0.036% (n = 280,000); active means well fitted inhibition curve with a large enough effect in the signal ratio, with a control signal flat, not every such curve was filed as active; inconclusive means small, poorly fitted or top-dose-only effect, or effect the other way, or a change in a side signal; inactive means no such curve, though single readings can be large or run the other way; the % refers to the signal ratio; further: potency means the concentration at half of the fitted maximal effect; on the % scale 0 is the no-effect control and ±100 the full control effect
# Target sequence (Q9NR56 whole entry, looked up): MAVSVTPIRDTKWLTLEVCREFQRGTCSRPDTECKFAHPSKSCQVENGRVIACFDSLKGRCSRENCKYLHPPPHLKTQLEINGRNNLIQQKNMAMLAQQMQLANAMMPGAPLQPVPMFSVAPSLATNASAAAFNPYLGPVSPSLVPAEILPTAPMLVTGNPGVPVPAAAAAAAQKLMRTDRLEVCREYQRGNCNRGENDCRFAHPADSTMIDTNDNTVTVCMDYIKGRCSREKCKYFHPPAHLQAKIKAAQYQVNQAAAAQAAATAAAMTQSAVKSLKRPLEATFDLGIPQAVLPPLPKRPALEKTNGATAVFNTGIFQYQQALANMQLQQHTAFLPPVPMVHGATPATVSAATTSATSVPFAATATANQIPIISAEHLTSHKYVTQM
#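 TR-FRET between His-tagged MBNL1 and biotin-(CUG)12 RNA, detected with Tb anti-His antibody (0.055 ng/ul) and streptavidin-XL665 (5 nM), 60 min at room temperature. Compounds titrated 92 nM to 58 uM; 665/545 nm ratio normalized to buffer and complex controls.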
# FBPA coupling cs: coupling enzyme interference in Giardia aldolase counter-screen; coupling enzyme system counterscreen, AmpLite Red fluorescence; actives 0.67% (n = 290,000); activity change, negative = inhibition, % at 58.2 µM, hits read low; in the data active means activity change below about -30%; further: on the % scale 0 is the no-effect control and ±100 the full control effect
#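 Final compound at 57.5 uM, incubated 10 min at RT with coupling enzyme reagent (glyceraldehyde-3-phosphate), then 20 min with substrate and AmpLite Red detection. Fluorescence read at 525/598 nm; tests interference with the coupling assay, not aldolase inhibition.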
# S-ASM inh: inhibitors of human secretory acid sphingomyelinase; P17405; placental ASM, HMU-PC fluorogenic substrate, 60 min; Potency, µM (titrated, usually from 57.5 µM), for inactives: at the highest dose activity change, negative = inhibition, usual class: inhibitors; actives 0.006% (n = 340,000); AID 504937; further: potency means the concentration at half of the fitted maximal effect
# Target sequence (P17405 47-631 limits assumed): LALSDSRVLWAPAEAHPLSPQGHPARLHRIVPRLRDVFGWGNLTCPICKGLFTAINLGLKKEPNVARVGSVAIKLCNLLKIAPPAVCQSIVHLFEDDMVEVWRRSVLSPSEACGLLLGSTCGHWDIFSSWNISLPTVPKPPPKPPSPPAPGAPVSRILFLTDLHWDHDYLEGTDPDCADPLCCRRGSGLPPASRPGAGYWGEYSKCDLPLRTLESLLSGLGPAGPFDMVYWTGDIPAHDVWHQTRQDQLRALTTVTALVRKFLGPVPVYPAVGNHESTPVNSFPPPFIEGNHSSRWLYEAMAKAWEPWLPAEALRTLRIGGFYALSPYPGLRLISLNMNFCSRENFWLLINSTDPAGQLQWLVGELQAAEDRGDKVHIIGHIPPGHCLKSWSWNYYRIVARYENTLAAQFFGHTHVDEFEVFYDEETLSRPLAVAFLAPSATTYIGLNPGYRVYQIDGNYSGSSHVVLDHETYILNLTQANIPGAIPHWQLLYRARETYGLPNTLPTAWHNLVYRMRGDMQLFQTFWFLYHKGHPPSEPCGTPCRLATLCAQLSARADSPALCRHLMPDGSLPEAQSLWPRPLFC
#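 HMU-PC0 cleavage (9 uM final) by human placental ASM, 60 min at 37 °C following 10 min compound exposure at RT; stopped at pH 10, fluorescence Ex 386/Em 447 nm.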
# TRPV1 ag: human TRPV1 agonism; activation, % at 8.33 µM; actives 0.19% (n = 320,000); AID 540275; TRPV1-expressing cells, Fluo-8 calcium influx, agonist mode; in the data active means activation above about 80%; inconclusive means between about 30% and that limit; further: 0% is about no effect
#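 TRPV1-expressing cells were cultured overnight at 35.5C and loaded with Fluo-8 calcium dye for 40 to 90 min at room temperature. After a 10 s baseline, compound was added and calcium influx was read kinetically for 3 min (ex 480/em 520 nm).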
# KCNH2 3.1 block: blocks the human KCNH2 3.1 channel isoform; activity change, % (tested at about 1.8 µM); U2OS KCNH2 3.1, thallium flux FluxOr; stronger effect = lower value; actives 0.95% (n = 340,000);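 active means maximum activity change below -70%; inconclusive means maximum activity change from -70% to -50%; inactive means maximum activity change above -50%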;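 further: thallium influx rate constant from kinetic fluorescence after stimulation buffer; on the % scale 0 is the no-effect control and ±100 the full control effect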
#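 We transduce U2OS cells with the mutant 3.1 virus, culture them overnight, load FluxOr with Red40 quencher for 45 min, then add stimulation buffer and read kinetically for 2 min to derive a normalized rate constant.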
# KCNH2 WT inh: blocks the wildtype human KCNH2 potassium channel | U2OS, BacMam KCNH2, thallium flux FluxOr; stronger effect = lower value | Q12809 | actives 0.37% (n = 340,000) | activity change, % at 1.84 µM | AID 720551;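 active means maximum activity change below -70%; inconclusive means maximum activity change between -70% and -50%; inactive means maximum activity change above -50%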; further: on the % scale 0 is the no-effect control and ±100 the full control effect
#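 U2OS cells were transduced with wild-type KCNH2 virus (2.03 x 10^8 / mL) for 4 h at room temperature, then cultured overnight at 37 C. Thallium flux was read with FluxOr dye. Rate constants were normalized to DMSO controls.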
# MLL CXXC-DNA inh: inhibitors of human MLL CXXC domain-DNA interaction. Q03164. MLL-CXXC / FITC-HOXA9 DNA fluorescence polarization. Potency, µM (titrated, usually from 115 µM), without a hit: top-dose activity change, negative = inhibition, actives largely listed as inhibitors. actives 0.037% (n = 290,000). AID 2662; active means well fitted inhibition curve with a large enough effect in the polarisation, with a control signal flat, not every such curve was filed as active; inconclusive means small, poorly fitted or top-dose-only effect, or effect the other way, or a change in a side signal; inactive means no such curve, though single readings can be large or run the other way; the % refers to the polarisation; further: potency means the concentration at half of the fitted maximal effect
#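 Fluorescence polarization: 7 uM MLL-CXXC (stock) preincubated 5 min with compounds, then 50 nM fluorescein-HOX-A9 DNA (stock) added; 30 min ambient. Buffer 50 mM Tris-HCl pH 7.5, 50 mM NaCl, 1 mM DTT, 0.05% BSA.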
# A-T KAP1 phos: potential ataxia-telangiectasia treatment | […] A-T fibroblasts, KAP-1 phosphorylation AlphaLISA; neocarzinostatin DNA damage 30 min before lysis | Potency, µM (titrated, usually from 57.5 µM), inactives show at the highest dose activation, actives largely listed as activators | actives 0.19% (n = 320,000); further: potency means the concentration at half of the fitted maximal effect; % of control where 0% means no effect; nearly all actives have a fitted effect of over 45% in size
#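 hTERT-immortalized A-T patient fibroblasts ([…]), 500 cells/well in OPTI-MEM, 1% FBS, got compounds for 60 min, then NCS for 30 min at 37C. Lysates were then assayed for phospho-KAP-1 by AlphaLISA (anti-pKAP1 donor, anti-KAP1 acceptor beads), 6 hr at 25C.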
# GALK inh: blocks human galactokinase activity; Purified GALK, Kinase-Glo residual ATP luminescence; Potency, µM (doses to about 57.5 µM), for the others: at the top dose activity change, negative = inhibition, actives largely listed as inhibitors; actives 0.007% (n = 270,000); AID 1868; further: potency means the concentration at half of the fitted maximal effect; on the % scale 0 is the no-effect control and ±100 the full control effect
#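 ATP-depletion format; final 35 uM ATP, 100 uM D-galactose, 5 nM enzyme; pH 8.0 HEPES/Mg2+ buffer; 60 min RT; luminescence read 10 min after detection reagent.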
# * = called active by the depositor; ? = inconclusive; · = no result given; [ ] = dose if it differs, or a comment. Unless noted, the call rests on the fitted dose curve; in most records, active means well fitted curve in the direction sought with a large enough effect; inconclusive means small, poorly fitted or top-dose-only effect, or another doubt; inactive means no such curve, though single readings can be large; an effect the other way counts as inactive or inconclusive. Compounds as they come; overall some 2% were active at least once.
SMILES	Integrin act MD	MBNL1 CUG block	FBPA coupling cs	S-ASM inh	TRPV1 ag	KCNH2 3.1 block	KCNH2 WT inh	MLL CXXC-DNA inh	A-T KAP1 phos	GALK inh
Cc1ccc2nc(-c3ccccc3NC(=O)CCC(=O)O)c(=O)[nH]c2c1	18%	?	2	408%[activator]	-3	2	6	-10%	13%	0%
CCOC(=O)C1CCCN(C(=O)CN2C(=O)COc3ccc(C(C)(C)C)cc32)C1 (stereo not drawn)	16%	-3%	2	4%	28	-2	2	2%	1%	-1%
O=Cc1c(NCc2ccccc2Cl)c2ccccc2[nH]c1=O	4%	-1%	3	-4%	?	29	3	2%	1%	-1%
Cn1c(SCCCC(=O)c2ccccc2)nnc1-c1ccncc1	-14%	-1%	1	3%	1	-17	-31	0%	6%	0%
COc1ccc(CC(=O)Nc2ccccc2C(=O)NCCc2ccccc2)cc1	-18%	-4%	0	-2%	?	-11	-17	1%	3%	7%
Cc1cc2nc(C(C)(C)C)cc(N)n2n1	4%	-5%	2	0%	-1	-10	-1	-2%	-1%	1%
CCOc1ccccc1CN(CCc1ccc2c(c1)OCO2)Cc1ccccn1	22%	3%	-2	0%	19	-38	-8	7%	16%	3%
CCOC(=O)c1c(NC(N)=O)nc2n1CCC2	27%	-4%	-1	3%	-2	2	-7	-2%	-4%	0%
CCOC(=O)Cc1csc(NC(=O)Cc2ccc(C)cc2)n1	11%	·	0	-3%	7	-2	6	0%	-2%	2%
O=C(Nc1cccc(-c2nn[nH]n2)c1)c1csc2c1CCCC2	29%	-17%	·	·	-2	-3	-5	-2%	-4%	-3%
CC(=O)NC(Cc1ccccc1)c1ccc2c(c1)OCCCO2 (stereo not drawn)	22%	-3%	-3	8%	2	0	-1	3%	19%	2%
CCc1ccccc1NC(=O)c1cccc(NC(=O)/C=C/c2ccco2)c1	-5%	?	-4	-6%	29	6	-4	0%	-7%	0%
Cc1cc(-c2ccc(C)c(S(=O)(=O)N3CCN(c4ccccn4)CC3)c2)on1	-1%	-2%	2	-7%	?	0	11	10%	6%	-1%
CCCCN=CC1=C(O)CC(c2ccccc2)CC1=O (stereo not drawn)	-5%	-1%	0	-1%	11	-8	16	5%	3%	1%
O=C(NC(=S)Nc1ccc(N2CCOCC2)cc1)c1ccc(Cl)cc1	17%	·	-1	-7%	-1	-24	-19	4%	0%	1%
CN1CCN(C(=O)CSc2ccc(Cl)cc2)CC1	27%	?	-1	0%	-6	-5	7	-1%	0%	-2%
COc1ccc(-n2c(SCC(=O)Nc3cc(C)on3)nc3c([nH]c4ccccc43)c2=O)cc1	18%	53%[activator]	3	-13%	-4	3	-2	-7%	10%	0%
CN(CC(=O)NCCN1CCN(c2ccccc2)CC1)S(=O)(=O)c1ccc2c(c1)CCC(=O)N2	3%	0%	1	2%	0	-1	-9	-30%	13%	1%
Cc1ccc(CS(=O)(=O)Cc2ccc(C(=O)NC3CCCCCC3)o2)cc1	?	-4%	3	1%	1	2	21	11%	1%	10%
Cc1ccc(NS(=O)(=O)c2cc(Br)cnc2N)cc1C	-7%	7%	-4	-7%	-2	4	-7	-8%	-14%	-8%
O=C(c1ccccc1[N+](=O)[O-])N1CCC(Cc2ccccc2)CC1	8%[7.66 µM]	?	5	1%	0	-3	-19	17%	24%	-1%
Cc1ccc(C(=O)Nc2ccccc2C(=O)NC2CCCCC2)cc1S(=O)(=O)N1CCOCC1	2%	-8%	0	-15%	?	2	-8	-3%	·	1%
CC(CN1CCCC1)OC(=O)c1ccc(Br)cc1 (stereo not drawn)	-20%	-4%	1	-1%	-2	-4	3	-2%	-2%	2%
COc1ccc(C2NC(=O)NC(C)=C2C(=O)OC2CCCCC2)cc1OC (stereo not drawn)	0%	-3%	0	0%	4	7	-10	2%	-2%	0%
C/C(=N\N(c1ccccc1)c1ccccc1)c1ccco1	27%	4%	1	-5%	-5	9	-3	0%	-4%	7%
CCOC(=O)[C@H]1[C@H]2COc3ccc(Br)cc3[C@@H]2N2C(=O)CN(Cc3ccccc3)C(=O)[C@@]12C	-35%	·	·	-4%	12	26	3	·	4%	·
COc1cc(S(=O)(=O)N2CCOCC2)cc(C(=O)OCC(=O)NC2CCCCC2)c1OC	2%	·	·	0%	-2	-19	6	·	7%	·
CCc1nnc(NC(=O)CSc2nnc(Cc3ccccc3)n2-c2ccc(OC)cc2)s1	-11%	?	13	-2%	1	2	4	-4%	·	-3%
C=CCn1c(CNC(=O)c2ccco2)nnc1SCC(=O)c1ccc(OC)cc1	0%	-2%	1	5%	2	10	3	0%	6%	-3%
O=C(Nc1ccc(N2CCCCC2)cc1)c1ccc([N+](=O)[O-])o1	-42%[inhibitor]	?	-2	-3%	?	2	-8	7%	-7%	2%
CC(=O)c1cnc2nc(SCc3ccccc3C)nn2c1C	-7%	1%	0	-2%	0	1	1	-11%	0%	1%
COc1ccc(S(=O)(=O)N2CCC(C(N)=O)CC2)c2ccccc12	14%	4%	4	-1%	2	-2	8	-2%	5%	2%
CSCC[C@H](N)C(=O)NC[C@H]1CC[C@H](C(=O)N[C@@H](Cc2ccccc2)C(=O)O)CC1	2%	-6%	1	3%	-3	-12	0	-5%	-16%	4%
O=C(O)CCNC(=O)/C(=C/C=C/c1ccccc1)NC(=O)c1ccccc1	?	23%	3	-2%	2	22	·	7%	3%	0%
COC(=O)C1CCN(C(=O)COC(=O)CCc2nc3ccccc3c(=O)[nH]2)CC1	-6%	-14%	1	5%	1	-12	-13	8%	13%	1%
CCc1ccccc1S(=O)(=O)Cc1ccc(C(=O)N2CCN(c3ccccn3)CC2)o1	2%	-7%	-3	1%	-5	-15	-13	0%	-5%	2%
CC(C)COc1ccc(C(=S)N2CCCC2)cc1	0%	·	·	0%	·	-1	10	·	·	·
COc1ccc(/C=C(\NC(=O)/C=C/c2ccco2)C(=O)NCCc2nc3ccccc3[nH]2)cc1	11%	?	1	-5%	-3	-16	-15	5%	-3%	·
CC(=O)c1cccc(NC(=O)COC(=O)c2ccc3c(c2)OCCO3)c1	0%	4%	1	-1%	13	9	-6	-5%	21%	3%
CC(C)(C)OC(=O)NCCCCCNC(=O)c1[nH]cnc1C(=O)Nc1cccc(Cl)c1	34%	·	·	-8%	18	-30	26	·	0%	·
CCCNC(=O)c1cc(-c2ccc(OC)cc2)n(CCCOC)c1C	-31%	8%	7	4%	6	-11	4	-5%	0%	0%
O=C(COc1ccccc1)NCC(=O)N/N=C/C=C/c1ccccc1	-27%	-1%	0	1%	3	10	-1	5%	-1%	0%
OC(COCc1ccc(Cl)cc1)CN1CCN(CC(O)COCc2ccc(Cl)cc2)CC1 (stereo not drawn)	-42%	-19%	2	-1%	4	-88*	2	1%	10%	1%
Cc1cc(N=Cc2c(O)n(-c3cccc(C(F)(F)F)c3)c(=O)c3ccccc23)no1	-39%[inhibitor]	3%	3	0%	?	5	-10	10%	-2%	3%
O=C(c1ccccc1)c1ccc2nc(-c3ccc(NC(=O)c4ccccc4F)cc3)[nH]c2c1	-18%	7%	1	43%[activator]	-3	-6	12	40%[activator]	-1%	1%
Cc1nnsc1C(=O)NNc1ccc(Cl)cc1	11%	21%	2	-5%	-2	8	-19	5%	-5%	·
Cc1ccccc1C(=O)NCC(=O)OC(C)C(=O)NC(C)CCc1ccccc1 (stereo not drawn)	-43%	·	·	3%	6	-21	7	·	4%	·
CC(C)OC(=O)c1c2nc3ccccc3nc2n2c1[nH]c(=O)c1ccccc12	·	7%	-1	·	7	·	·	-23%	7%	0%
Cc1c(-c2nc(-c3ccncc3)no2)cccc1[N+](=O)[O-]	-21%	4%	0	-2%	2	18	5	7%	0%	10%
CC(Sc1nc2ccccc2c(=O)n1C)C(=O)Nc1ccc2c(c1)OCCO2 (stereo not drawn)	-37%	·	·	-7%	0	0	8	·	13%	·
Cc1ccc(NC(=O)COC(=O)c2ccc(S(=O)(=O)N3CCCCC3)cc2)cc1	-35%	·	·	0%	1	-8	-2	·	2%	·
